Source: PubChem
NR1D1 modulator: modulators of human Rev-erb alpha DNA binding | hit rate 0.79% among 370,000 | activity, % at 10 µM | Rev-erbα–FITC-DNA binding, fluorescence polarization, 90 min | AID 1259318 | P20393;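 active = activity above about 14%, limit read from the data; passing the limit was not always enough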;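 also: 0% = DMSO wells with 35 nM protein and 100% = DMSO wells with 750 nM protein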
HTRA1 inhibitor: inhibitors of human serine peptidase HTRA1; Q92743; recombinant HTRA1, FP-rhodamine activity-based probe, fluorescence polarization; inhibition, % at 5.96 µM; hit rate 0.5% among 340,000; in the data active = inhibition above about 36%;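 also: 0% = enzyme with DMSO and 100% = wells lacking enzyme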
Target sequence (Q92743 whole entry, looked up): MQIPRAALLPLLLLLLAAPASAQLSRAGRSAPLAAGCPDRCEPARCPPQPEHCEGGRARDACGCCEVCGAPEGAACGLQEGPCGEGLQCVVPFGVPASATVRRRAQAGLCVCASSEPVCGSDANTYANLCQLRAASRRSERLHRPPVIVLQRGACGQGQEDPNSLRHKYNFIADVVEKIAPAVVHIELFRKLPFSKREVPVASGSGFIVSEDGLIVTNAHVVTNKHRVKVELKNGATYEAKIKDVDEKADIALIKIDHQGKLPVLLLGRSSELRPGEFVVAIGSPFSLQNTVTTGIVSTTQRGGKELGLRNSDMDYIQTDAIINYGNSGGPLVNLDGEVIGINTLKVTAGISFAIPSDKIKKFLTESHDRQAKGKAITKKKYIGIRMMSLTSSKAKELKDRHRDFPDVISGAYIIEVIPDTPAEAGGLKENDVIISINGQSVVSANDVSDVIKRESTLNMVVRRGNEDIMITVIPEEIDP
ABHD4 inh: inhibitors of mouse ABHD4. hit rate 0.54% among 370,000. Q8VD66. purified mABHD4, FP-Rh probe fluorescence polarization. inhibition, % at 8.92 µM. AID 720543;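 active = inhibition exceeding the mean over every tested compound plus 3 SD, cut at about 30% in these data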;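 also: 0% = plate median of compound wells and 100% = S159A mutant with DMSO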
Target sequence (Q8VD66 whole entry, looked up): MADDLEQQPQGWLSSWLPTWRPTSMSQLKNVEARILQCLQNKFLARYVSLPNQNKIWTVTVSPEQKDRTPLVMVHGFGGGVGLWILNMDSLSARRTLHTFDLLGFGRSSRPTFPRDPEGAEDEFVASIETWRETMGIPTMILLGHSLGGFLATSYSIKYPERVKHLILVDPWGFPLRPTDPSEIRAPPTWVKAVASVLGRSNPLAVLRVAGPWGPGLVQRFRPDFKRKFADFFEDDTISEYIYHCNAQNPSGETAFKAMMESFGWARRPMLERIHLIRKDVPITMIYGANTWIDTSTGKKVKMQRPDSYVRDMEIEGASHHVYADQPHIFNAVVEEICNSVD
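Assay system: Wild-type mouse ABHD4 protein | Medium: HEPES pH 7.0 buffer, 150 mM NaCl, 0.01% Pluronic F-127 | Incubation: Enzyme–compound pre-incubation 45 min, then probe 60 min, both 25 °C | Technique: Fluorescence polarization with parallel and perpendicular emission, 525/598 nm | Evaluation: % inhibition of FP-Rh probe binding versus controls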
NPR1 activator: GC-A (human) enzyme activation. HEK293 GC-A cells, cGMP TR-FRET, EC30 ANP; 0% at EC30 ANP, 100% saturating ANP. activation, % at 10 µM. hit rate 0.14% among 370,000. P16066; in the data active = activation above about 40%
ARFGAP1 inhibitor: inhibits rat ARF GTPase activating protein 1 | Arfgap1-stimulated ARF1 GTP hydrolysis, GDP FP detection | hit rate 0.26% among 360,000 | inhibition, % at 16.5 µM | Q62848;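 active = inhibition above a per-plate limit, mean inhibition of low control wells plus 3 SD, cut at about 25% in these data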;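 also: 0% = DMSO wells with enzyme and 100% = wells lacking Arfgap1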
Target sequence (Q62848 1-136 limits assumed): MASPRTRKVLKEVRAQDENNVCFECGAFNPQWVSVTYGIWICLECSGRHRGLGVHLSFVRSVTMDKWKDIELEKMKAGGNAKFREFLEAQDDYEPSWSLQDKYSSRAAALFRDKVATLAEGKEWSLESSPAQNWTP
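Replicates: Single well per compound | Assay system: Truncated rat Arfgap1 GAP domain | Control set: No-Arfgap1 wells (100%) versus DMSO full-reaction wells (0%) | Times: Enzyme reaction 120 min at 25 °C after 20 min preincubation | Reagent: Human ARF1(Δ1-17)-GTP substrate | Measured by: Tracer-displacement fluorescence polarization with EDTA stop, 620/688 nm | Measure: Percent inhibition of Arfgap1-stimulated GTP hydrolysis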
PG9 binder: small molecules binding HIV-1 gp120 antibody PG9 | TR-FRET gp120-PG9 antibody binding | hit rate 0.43% among 360,000 | inhibition, % at 6.7 µM; in the data active = inhibition above about 8.5%
ASAP1 GAP inh: inhibitors of human ASAP1 ArfGAP activity; Q9ULH1; ASAP1-stimulated ARF1 GTP hydrolysis, GDP FP detection; inhibition, % at 16.5 µM; hit rate 0.19% among 360,000; AID 624377; in the data active = inhibition above about 25%;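 also: 0% = vehicle with enzyme and substrate and 100% = no enzyme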
GC-B act: GC-B (human) receptor activation. hit rate 0.11% among 370,000. activation, % at 10 µM. HEK293-GC-B cells, CNP EC30, cGMP TR-FRET; 0% at EC30 CNP, 100% saturating CNP. P20594;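 active = activation at 10 µM reaching about 35% in either raw or pattern-adjusted values, limit read from the data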
rCAG binder: r(CAG) repeat RNA binding | AID 651821 | hit rate 1.3% among 370,000 | TO-PRO-1 dye displacement fluorescence | inhibition, % at 3 µM;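 active = inhibition above the plate cutoff, the mean of all test compounds on that plate plus 3 SD, cut at about 35% in these data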;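 also: 0% = DMSO alone and 100% = 100 µM mitoxantrone as full dye displacement; higher means more dye released from RNA so lower well fluorescence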
SMARCA2 activ: SMARCA2 function activation, primary screen | MG213 cells, MMTV-luciferase reporter, dexamethasone, overnight | activation, % at 9.1 µM | hit rate 1% among 370,000 | AID 652017; in the data active = activation above about 7.8%;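 also: 0% = vehicle wells and 100% = reference activator wells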
Numbers without * were called inactive; · = no result given.

Structure,NR1D1 modulator,HTRA1 inhibitor,ABHD4 inh,NPR1 activator,ARFGAP1 inhibitor,PG9 binder,ASAP1 GAP inh,GC-B act,rCAG binder,SMARCA2 activ
CCOC(=O)c1[nH]c(COC(=O)C2CC(=O)N(Cc3ccccc3)C2)c(C(=O)OCC)c1C (stereo unspecified),-5,-7,-7,-13,-1,-1.0,-4,-11,-6,4
Cc1nnc(SCC(=O)Nc2cccc([N+](=O)[O-])c2)n1CC1CCCO1 (stereo unspecified),-1,4,-4,0,3,-2.1,-6,-1,1,-3
COC(=O)c1sccc1-n1cc2c(c1-c1ccccc1)c(=O)n(C)c(=O)n2C,-5,·,7,-4,9,-1.9,-2,-2,4,-1
CCOc1ncccc1C(=O)OCC(=O)N(CC)c1ccccc1,-1,-1,5,0,5,-0.8,-10,0,-8,-3
COc1ccccc1C(=O)N1C(CC(=O)Nc2cc(Cl)ccc2C)C(=O)NC2CCCCC21 (stereo unspecified),2,1,0,-22,-4,0.6,-2,-10,-2,-3
Fc1cccc(Cl)c1/C=N/Nc1c(Cl)cncc1Cl,-1,-19,0,-2,3,-0.7,8,-1,2,-3
O=C(c1ccco1)N1CCN(Cc2cccc(C(F)(F)F)c2)CC1,8,-4,-2,-2,0,-2.8,-3,2,-5,2
CCOC(=O)COc1ccc(-c2nnc(-c3ccccc3)o2)cc1,-8,-12,-4,6,9,-0.3,-3,0,-3,-9

Quoted at random: two entries already listed
Structure,NR1D1 modulator,HTRA1 inhibitor,ABHD4 inh,NPR1 activator,ARFGAP1 inhibitor,PG9 binder,ASAP1 GAP inh,GC-B act,rCAG binder,SMARCA2 activ
Fc1cccc(Cl)c1/C=N/Nc1c(Cl)cncc1Cl,-1,-19,0,-2,3,-0.7,8,-1,2,-3
CCOC(=O)c1[nH]c(COC(=O)C2CC(=O)N(Cc3ccccc3)C2)c(C(=O)OCC)c1C (stereo unspecified),-5,-7,-7,-13,-1,-1.0,-4,-11,-6,4

More results:
Structure,NR1D1 modulator,HTRA1 inhibitor,ABHD4 inh,NPR1 activator,ARFGAP1 inhibitor,PG9 binder,ASAP1 GAP inh,GC-B act,rCAG binder,SMARCA2 activ
O=S(=O)(Nc1cccc(S(=O)(=O)N2CCCCCC2)c1)c1ccccc1,2,-5,-4,-1,-10,-1.5,-10,6,16,-4
CCOC(=O)CC1C(=O)NCCN1C(=O)c1ccc(C)cc1 (stereo unspecified),-3,-4,-2,0,9,-0.1,-2,6,-2,0
CN(C)c1oc(COc2ccc(F)cc2)nc1C#N,-3,6,-12,0,1,2.3,5,-4,2,-2
CCC(C)C(=O)Nc1nc(C)c(-c2csc(Nc3cc(OC)ccc3OC)n2)s1 (stereo unspecified),-4,15,38*,0,11,-0.8,2,-1,22,1
COc1ccc(Br)cc1-c1nc(C)c(C(C)=O)n1O,6,3,-3,-2,-11,-1.3,18,4,-1,-1
O=C(COc1cccc2ccccc12)NNC(=O)Nc1ccccc1,-2,-30,-16,-3,14,-2.7,10,-1,13,3
Cc1ccc(C(=O)Nc2cccc(C(F)(F)F)c2)cc1Nc1cnccn1,3,-11,-7,0,8,1.2,-3,1,-2,1
NC(=O)C1CCN(C(=O)/C=C/c2cc(Br)ccc2F)CC1,-6,3,2,2,11,-1.4,1,4,-2,-3
Cc1ccc(O)c(NC(=S)NC(=O)CC(C)C)c1,3,-1,-7,5,4,-0.6,-7,3,0,1
CN1/C(=C\C=N\NC(=O)c2cccnc2)C(C)(C)c2ccccc21,3,4,-2,-4,4,-3.9,-5,-4,-4,-3
COc1ccc(C(=O)N/C(=C/c2ccc(Cl)cc2)C(=O)NCc2ccncc2)cc1,1,0,7,1,2,-0.8,-6,-6,-3,1
CC1CN(S(=O)(=O)c2cccc(C(=O)N(Cc3nnc(-c4ccccc4Cl)o3)C3CC3)c2)CC(C)O1 (stereo unspecified),-1,2,1,3,2,0.9,-7,2,-4,-5
CCCC(=O)N(c1ccc(OCC)cc1)S(=O)(=O)c1ccc2c3c(cccc13)C(=O)N2C,43*,-8,5,4,4,0.0,-21,7,3,-1
COc1ccc(NC(=O)CN(C)S(=O)(=O)c2cccs2)cc1,2,-2,-8,1,9,0.2,-18,12,5,-1
O=c1c2ccccc2nc(COc2ccccc2)n1/N=C/c1cn[nH]c1-c1ccccc1,-1,-55,-14,-5,2,1.4,11,-2,1,0
Cc1c(Cl)cccc1NC(=O)C1C2C=CC(C2)C1C(=O)O (stereo unspecified),0,10,0,3,-1,3.0,-6,-3,-1,-4
CCC(CC)NC(=O)CSc1ccc(S(=O)(=O)N2CCCCC2)cn1,-3,-3,-1,1,4,-1.4,-8,5,-2,3
Cn1c(SCC(=O)N2CCN(Cc3ccccc3)CC2)nnc1-c1ccncc1,-4,0,-2,-2,4,1.1,5,0,-7,-1
CC(=O)Nc1ccc(NC(=O)c2cccc(S(=O)(=O)N3CCCCCC3)c2)cc1,-6,-1,-6,1,2,1.7,4,2,2,-2
O=C(NNC(=O)OCc1ccccc1)OCc1ccccc1,-8,3,9,1,-10,0.9,-17,-3,1,-1
CCc1nc(SCc2ccccn2)c2c(=O)n(C)c(=O)n(C)c2n1,5,-2,3,10,10,-0.1,-5,-2,1,4
Cc1cc(Br)cc(Br)c1OCC(=O)NNC(=O)Nc1ccccc1,-2,-1,1,3,2,-0.5,-13,8,-2,2
COc1ccc(C(C)=O)cc1CSC(=S)N1CCSCC1,-1,·,-4,9,9,-0.2,-1,2,3,-6
O=C(C(=O)N1CCN(C(=O)c2cccs2)CC1)c1cccc(C(F)(F)F)c1,0,·,-4,-2,9,0.3,9,4,2,-3
O=C(Nc1cccc(-n2cnnn2)c1)c1ccc(OC(F)(F)F)cc1,3,-16,-9,0,4,-1.9,2,0,4,-1
COC(=O)[C@]12CCCCC=C1N(CCc1ccc(OC)c(OC)c1)C(=O)[C@H](CC(=O)NCCC(C)C)C2,-2,·,2,0,-5,-2.3,4,5,-2,1
COC(=O)n1ccc(C(=O)Nc2ccccc2F)n1,-2,11,10,6,-4,0.5,4,5,0,-1
COC(=O)c1sc(SC)c(S(=O)(=O)C(C)C)c1N/N=C(\C#N)C(=O)c1ccccc1,2,3,5,5,-1,0.8,-5,4,52*,-4
O=C(NCc1ccc(F)cc1)c1cc(C2CCCCN2C(=O)C2CCCCC2)on1 (stereo unspecified),5,·,-8,1,-2,0.5,-7,3,1,-7
CCc1ccc(NC(=O)N2CCCCCC2)cc1,4,-8,0,1,12,-2.4,5,-3,-4,4
COc1ccc(S(N)(=O)=O)cc1N(C)S(=O)(=O)c1ccccc1,-1,3,-3,2,3,1.6,20,4,1,-2
O=C(NCc1ccc(F)cc1)C1CCN(S(=O)(=O)N2CCOCC2)CC1,2,2,-2,3,-1,0.1,10,-1,-1,-1
C/C=C/c1ccc(OCCOc2ccc(C=O)cc2OC)c(OC)c1,5,-11,-11,3,0,-1.4,-9,-4,2,1
CCCN(CCC)C(=O)/C=C/c1cccc([N+](=O)[O-])c1,0,3,-4,3,3,-0.5,-13,-2,-1,0
Cc1ccc(C(=O)NC2CCCCCC2)cc1N1CCCC1=O,-8,3,5,2,-11,0.1,22,2,-6,-2
Cc1ccc(C(=O)CSc2nnnn2-c2ccccc2)o1,0,1,-3,-2,-1,-3.4,-1,-1,3,-2
COc1ccc(N(CC(=O)NCCSCc2ccco2)S(=O)(=O)c2ccccc2)cc1Cl,-5,-14,2,-6,5,1.5,10,-6,0,-3
O=C1OCC2=C1C(c1ccc(F)cc1)Sc1ccccc1N2 (stereo unspecified),-4,-11,-5,-4,8,0.7,-9,-6,-3,3
CCN1C(=O)/C(=C/N2CCc3ccccc3C2)SC1=S,3,-4,1,2,7,-0.3,-5,6,3,7
CCOC(=O)c1c(C)[nH]c(C)c1S(=O)(=O)NCCCc1ccco1,0,-8,-1,-3,9,-1.6,-1,-8,2,-1
COc1ccc(C(=O)N2CCCC(Nc3ccc(F)cc3)C2)cc1F (stereo unspecified),5,3,1,2,13,1.3,2,-5,-7,-2
O=C(NCc1ccccc1)C(c1ccc(F)cc1)N1CCN(c2ccccc2F)CC1 (stereo unspecified),7,·,-1,0,-6,-1.2,0,3,-2,-5
CC(C)CCNC(=S)Nc1ccc(F)cc1,-2,0,1,3,4,-0.5,5,4,1,-3
CCCn1cnc2scc(-c3ccc(OC)cc3)c2c1=O,1,-13,-9,-1,-3,-1.6,-7,-2,-2,1
Fc1ccc(C2CCCN2Cc2nc(Cc3ccccc3)no2)cc1 (stereo unspecified),-3,0,2,3,-2,-0.1,-4,0,-2,-4
CCn1cc(C2C(C(=O)Nc3ccc(Br)cn3)=C(C)NC3=C2C(=O)CCC3)c(C)n1 (stereo unspecified),2,2,-11,-5,1,-0.1,-3,-2,-3,0
O=C(NNC(=O)c1cnccn1)c1ccc(Cl)c(Cl)c1,0,2,6,3,2,-1.3,-1,4,-4,-1
Cc1ccc2[nH]nc(C(=O)N3CCCC(C(=O)c4ccc(Cl)cc4)C3)c2c1 (stereo unspecified),7,-47,-3,-18,-5,-1.7,-6,-10,0,-3
COc1ccc2oc(C(=O)OCC(=O)NCc3ccccc3OC)c(C)c2c1,8,-7,-5,-3,12,2.4,9,-1,1,0
COc1ccc(NC(=O)C23CC4CC(C2)CC(n2cnc(Br)n2)(C4)C3)cc1Cl,-5,2,2,3,-1,-3.3,19,-3,2,0
COc1cccc(NC(=O)N2CCCC2C(=O)NCc2ccccc2)c1 (stereo unspecified),-8,1,3,2,-3,0.1,-9,5,1,-3
Cc1c(C#N)c2ccccc2n1CCOc1ccccc1F,2,-49,-4,-19,4,-0.3,3,-10,1,-3
COC(=O)C1=C(C)NC(=O)C1(NC(=O)CN1CCCC1=O)C(F)(F)F (stereo unspecified),-1,-3,-2,0,1,-2.9,-4,-2,1,0
C[C@H](CO)N1C[C@H](C)[C@@H](CN(C)C(=O)Nc2ccc3c(c2)OCCO3)OCc2cn(nn2)CCCC1=O,0,·,0,-1,0,0.4,-8,3,1,3
Cc1c(C(=O)NC2CCCCC2)oc2c1C(=O)CC(C)(C)C2,5,-4,-4,0,-5,3.2,0,-6,-5,-4
COc1ccc(C2=Nc3ccccc3N(C(=O)c3cccnc3)C2C(=O)NC(C)(C)C)cc1 (stereo unspecified),5,·,2,-3,4,-1.1,-4,0,1,2
COc1ccc(N2CC(C(=O)OCC(=O)c3cccc(OC)c3)CC2=O)cc1 (stereo unspecified),1,1,0,2,-5,1.3,2,-4,-5,-1
CC1CCC/C(=N\NS(=O)(=O)c2ccccc2)C1 (stereo unspecified),-5,4,-4,1,-5,-1.7,8,-2,1,-2
COc1ccc(CN2C(=O)c3cccnc3C2=O)cc1S(=O)(=O)N1CCOc2ccc(C)cc21,3,2,4,0,-3,0.2,2,-1,6,-1
